High-throughput results (PubChem BioAssay)
CTSL1 counter – Fasciola hepatica cathepsin L1 inhibitors, primary screen, counter-screen for PFM18AAP inhibitor project, biochemical, QFRET, fluorogenic peptide substrate | inhibition, % at 5.96 µM | recombinant F. hepatica cathepsin L1, Z-Leu-Arg-MCA fluorescence | 300,000 tested, 0.49% active;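 active = inhibition above the mean of all tested compounds plus 3 SD, set per screening campaign, cut at about 17% in these data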;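 note: 0% = plate median of test compound wells and 100% = 1 µM Z-Phe-Ala-diazomethylketone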
HCV core dimer – inhibitors of HCV core protein dimerization, primary screen, biochemical, TR-FRET, high-throughput; inhibition, % at 5 µM; TR-FRET GST/Flag-core106 dimerization, 1536-well; 300,000 tested, 0.33% active;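 active = inhibition above the mean of all tested compounds plus 3 SD, set per screening campaign, cut at about 45% in these data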
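System: GST/Flag-tagged HCV core106 proteins. Incubation: compound-protein-antibody incubation 4 h at 22.5 °C. Technique: HTRF with 340 nm excitation, 617/671 nm emission. Medium: KF-containing HEPES buffer, pH 7.45, DTT, CHAPS, BSA. Read-out: inhibition (%) from 671 over 617 nm ratio. Also added: Eu(K)-anti-GST 90 ng/mL plus XL665-anti-Flag 1 µg/mL.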
ZTA DNA inh – ZTA (EBV) inhibition in EBNA-1 counter-screen; P03206; ZTA-DNA binding, fluorescence polarization; inhibition, % at 11 µM; 320,000 tested, 0.15% active; AID 2234; in the data active = inhibition above about 33%
Target sequence (P03206 whole entry, looked up): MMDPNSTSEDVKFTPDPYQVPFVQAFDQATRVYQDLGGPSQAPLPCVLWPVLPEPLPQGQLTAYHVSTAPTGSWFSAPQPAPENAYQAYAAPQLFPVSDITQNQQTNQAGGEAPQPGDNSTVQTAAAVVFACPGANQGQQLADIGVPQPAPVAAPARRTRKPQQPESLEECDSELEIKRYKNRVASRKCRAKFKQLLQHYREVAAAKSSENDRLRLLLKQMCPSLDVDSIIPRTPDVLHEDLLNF
PP5 inh – PP5 phosphatase inhibitors, primary screen, biochemical, fluorescence; inhibition, % at 6.7 µM; 320,000 tested, 0.18% active; Serine/threonine-protein phosphatase 5 (Homo sapiens), P53041; purified PP5c, OMFP substrate fluorescence;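 active = inhibition above the campaign's mean inhibition across all tested compounds plus 3 SD, cut at about 9.5% in these data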;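 note: 0% = DMSO only and 100% = 100 µM cantharidin control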
GASC-1 inh – inhibitors of GASC-1 histone demethylase, primary screen, biochemical, fluorescence, DELFIA europium; Lysine-specific demethylase 4C (Homo sapiens), Q9H3R0; GST-JMJD2C(1-420) H3K9me3 demethylation; inhibition, % at 2.35 µM; 330,000 tested, 0.069% active;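 active = more than half of a compound's replicate wells show inhibition beyond 50%, single wells judged on their own value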;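 note: signal counts dimethyl H3K9 product captured on neutravidin plate; 0% = median of DMSO wells and 100% = 0.3 times that DMSO median; strong numbers were not always called active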
Target sequence (Q9H3R0 1-420 limits assumed): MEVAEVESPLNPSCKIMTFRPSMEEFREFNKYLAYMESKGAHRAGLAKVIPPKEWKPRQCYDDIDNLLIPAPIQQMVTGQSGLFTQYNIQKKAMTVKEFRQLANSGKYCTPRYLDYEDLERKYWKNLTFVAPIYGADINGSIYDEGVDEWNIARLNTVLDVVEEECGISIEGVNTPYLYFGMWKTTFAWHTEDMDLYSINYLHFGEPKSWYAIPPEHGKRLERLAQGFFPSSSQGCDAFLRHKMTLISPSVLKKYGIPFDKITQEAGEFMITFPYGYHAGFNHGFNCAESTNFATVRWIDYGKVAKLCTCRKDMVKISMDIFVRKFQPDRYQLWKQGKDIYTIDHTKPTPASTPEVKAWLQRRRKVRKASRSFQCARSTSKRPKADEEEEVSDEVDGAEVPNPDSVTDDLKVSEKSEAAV
TPT1 inh – Candida albicans TPT1 enzyme inhibitors, primary screen, biochemical, fluorescence polarization. inhibition, % at 5 µM. tRNA 2'-phosphotransferase TPT1 (Candida albicans SC5314). recombinant caTPT1, FP RNA substrate dephosphorylation. AID 1962, 2009. 300,000 tested, 0.81% active;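 active = inhibition above the mean of all tested compounds plus 3 SD, set per screening campaign, cut at about 24% in these data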;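 note: plate controls were DMSO alone for no effect and ferristatin control at 100 nM for full effect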
PP1 counter – PP1-alpha phosphatase inhibitors, primary screen, counter-screen for PP5 inhibitor project, biochemical, fluorescence, OMFP substrate, single point; 320,000 tested, 0.9% active; purified PP1alpha; Serine/threonine-protein phosphatase PP1-alpha catalytic subunit (Homo sapiens), P62136; inhibition, % at 6.7 µM;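 active = inhibition above the mean inhibition of all tested compounds plus 3 SD, computed separately for each screening campaign, cut at about 15% in these data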
Target sequence (P62136 whole entry, looked up): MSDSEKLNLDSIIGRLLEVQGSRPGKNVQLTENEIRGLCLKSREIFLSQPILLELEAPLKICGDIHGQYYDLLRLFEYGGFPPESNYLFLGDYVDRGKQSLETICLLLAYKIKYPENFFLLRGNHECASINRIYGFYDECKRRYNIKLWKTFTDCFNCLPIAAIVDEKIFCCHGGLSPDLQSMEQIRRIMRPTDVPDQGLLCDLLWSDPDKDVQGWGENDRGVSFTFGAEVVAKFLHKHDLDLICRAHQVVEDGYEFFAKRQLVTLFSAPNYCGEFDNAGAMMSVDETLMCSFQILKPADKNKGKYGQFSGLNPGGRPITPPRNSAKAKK
Yeast superoxide – reduction of superoxide in aged yeast, primary screen, HTS. S. cerevisiae aged cells, superoxide DHE fluorescence; hits give low values. superoxide response (% of plate mean), % at 10 µM. 330,000 tested, 0.18% active;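 active = superoxide response under a set limit, about three screen SD below normal, cut at about 65% in these data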;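 note: yeast aged for seven days with compound at 30 °C before DHE staining; 100% = average MFI of all compound-treated wells on the plate with controls excluded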
EBNA-1 inhibitor – EBNA-1 DNA-binding inhibitors, primary screen, biochemical, fluorescence polarization | AID 1950, 2009 | 300,000 tested, 0.34% active | inhibition, % at 14.8 µM; in the data active = inhibition above about 28%
Numbers without * were called inactive; x = not tested or not shown; & = joins results of further samples.

SMILES	CTSL1 counter	HCV core dimer	ZTA DNA inh	PP5 inh	GASC-1 inh	TPT1 inh	PP1 counter	Yeast superoxide	EBNA-1 inhibitor
O=C(CN(CC1CCCO1)C(=O)CNS(=O)(=O)c1ccccc1)NCCc1ccccc1 (centres undefined)	2	2	-3	3.6	-9	3	0	110	-5
CCCCCCC1CC(C)(C(=O)CNc2nncs2)OC1=O (centres undefined)	-4	-1	7	2.3	-20	-2	-1	92	-9
COc1ccc(CN2CCC(=O)N([C@H](CO)CC(C)C)CC2)cc1OC	-1	-15	-6	2.7	0	-3	-3	91	-4
CN1CCN(CCCNC(=O)C2CCN(c3nnc(-n4cccc4)s3)CC2)CC1	-5	-4	8	2.4	12	-3	-1	103	-7
CCN(CC)c1ccc(NC(=O)C2CCCC2)cc1	2	-6	3	-3.6	23	0	-3	96	2
Cc1cc(C)c(C(=O)Cn2cnc3cc([N+](=O)[O-])ccc3c2=O)cc1C	13	9	-21	2.0	8	4	8	116	-3
CC(=O)Oc1cccc(Nc2ncnc3ccccc23)c1	-20	-10	1	0.2	-3	-2	0	100	2
O=C(Nc1nc2ccccc2s1)c1ccccc1[N+](=O)[O-]	-1	-1	6	0.0	4	1	-1	103	-13
O=C(NCCc1c[nH]c2ccccc12)/C(=C\c1ccco1)NC(=O)c1ccco1	3	-2	2	2.6	2	3	6	105	1
COc1cc(CNC(=O)C2CCCN2S(=O)(=O)c2ccccc2)cc(OC)c1OC (centres undefined)	-5	0	2	0.5	5	-6	-4	101	5
O=S(=O)(NCCc1ccccc1)c1ccc(S(=O)(=O)N2CCCCC2)cc1	-3	5	-6	0.7	4	2	2	85	2
CCOC(=O)N1CCN(c2cc(=O)n(Cc3ccc(F)cc3)c(=O)[nH]2)CC1	1	0	9	0.8	8	-3	-4	94	8
C/C=C\C=C/C(=O)Nc1cccc(C2=NOC3(C2)C[C@@H](C(N)=O)N(C(=O)CCCCC)C3)c1 (some centres undefined)	4	31	8	-2.1	4	-1	3	96	3
Cc1cc(C(=O)N/N=C/c2ccc(OC(=O)c3ccccc3Br)cc2)n[nH]1	1	1	20	0.6	-1	0	0	104	14
O=C(O)c1ccc(-c2nnc(-c3ccc([N+](=O)[O-])cc3)o2)cc1	-5	0	-14	1.3	-5	0	-1	110	-17
COc1cc(C(=O)OCC(=O)NC2CCS(=O)(=O)C2)c([N+](=O)[O-])cc1OC (centres undefined)	3	-2	8	2.0	-37	-2	-3	102	0
CC(C)(C)OC(=O)[C@H](CCCCN)NC(=O)c1nc[nH]c1C(=O)NCCCCCN	1	0	-8	-0.2	3	-1	3	93	8
COC(=O)CCCC(=O)NC(C)c1cnn(-c2ccccc2C)c1C (centres undefined)	0	-18	-8	-0.4	-3	-2	0	82	-1
Cc1ccccc1OCC(=O)Nc1ccccc1-c1ccccc1	0	2	-11	-0.3	0	0	0	109	3
C(=C\c1cc(/C=C/c2ccccc2)ncn1)/c1ccccc1	5	12	-9	-0.6	16	-2	-4	100	9
COc1cc(/C=N/NC(N)=O)cc(Br)c1OCc1ccc(C)cc1	-2	-9	8	2.1	-9	1	3	116	-10
Cc1cc(/C=N\NC(=O)CC(=O)NC2CCCCC2)c(C)n1-c1cccc(Cl)c1Cl	4	1	-11	1.9	4	-1	6	83	-1
CCCNC(=O)NC(=O)CSc1ccc2c(c1)OCCO2	-1	-3	12	0.3	-4	-2	0	90	0
COc1cc(OC)cc(-c2c(C#Cc3ccsc3)c3cc(-c4ccc5[nH]ccc5c4)ccc3n2C)c1	x	x	4	-0.8	-2	x	-1	91	x
CCNC(=O)C1=C(O)c2sccc2N(C)S1(=O)=O	1	0	3	-0.8	-1	-4	1	113	-2
Cc1cc(NC(=O)Cn2c(=O)n(CCCCC(=O)NC3CCN(Cc4ccccc4)CC3)c(=O)c3ccccc32)n[nH]1	2	3	9	0.5	4	-1	-6	99	3
Cc1cccc(C)c1NC(=O)CN1C(=O)NC(C)(CCc2ccccc2)C1=O (centres undefined)	3	-2	-2	0.0	-13	3	-3	91	-6
CCCCOc1ccc(C(=O)NNC(=O)C2C3C=CC(C3)C2C(=O)O)cc1 (centres undefined)	-2	1	-2	1.6	2	-1	2	100	1
COc1ccc(NS(=O)(=O)c2ccc(C(=O)OC(C)C(=O)N3CCOCC3)cc2)cc1 (centres undefined)	-7	5	11	-0.7	24	-2	-7	118	-8
Cn1c(NC(=O)C2CCCO2)cc(=O)n(C)c1=O (centres undefined)	-3	-12	1	1.8	-4	1	-3	88	4
COC(=O)C(C)Sc1ccc2nnc(-c3cccc(F)c3)n2n1 (centres undefined)	1	19	6	-2.8	9	-2	-3	107	-2
COCCNC(=O)c1ccccc1NC(=O)Cc1ccccc1[N+](=O)[O-]	1	-2	-6	-0.2	1	-4	-5	106	-7
O=C(c1cccnc1)N(c1cc2sc(=O)oc2c2ccccc12)S(=O)(=O)c1ccccc1	0	-21	-9	3.1	4	2	-3	116	-15
CS(=O)(=O)N1CCN(c2ccc(C(=O)NC3C4CC5CC(C4)CC3C5)cc2[N+](=O)[O-])CC1 (centres undefined)	0	5	-9	5.1	-2	3	-4	102	-9
CCc1ccc(CCC(=O)Nc2sc3c(c2C#N)CCCC3)o1	4	20	19	-0.1	51*	4	2	109	13
O=C(COc1ccc2ccc(=O)oc2c1)Nc1ccc(CN2CCOCC2)cc1	-3	1	0	-1.1	-7	0	-5	120	8
CCCNC1=C(N(C(C)=O)c2cccc(F)c2)C(=O)c2ccccc2C1=O	9	-10	2	5.0	31	-1	3	117	6
COc1ccc(-c2nc(-c3ccccc3)no2)c(OC)c1	2	-18	-7	5.8	-10	-1	2	84	-9
Cc1ccc2nc(SCC(=O)N3CCCC3)nc(=O)n2c1	6	-1	3	-3.0	-5	2	-5	99	6
Cc1cnc(CN(C)C(=O)c2ccc3oc(Cc4ccc(Cl)cc4)nc3c2)[nH]1	-2	-1	-1	-2.1	12	-1	-1	104	2

Exported bar-delimited: part of the list above.
Structure | CTSL1 counter | HCV core dimer | ZTA DNA inh | PP5 inh | GASC-1 inh | TPT1 inh | PP1 counter | Yeast superoxide | EBNA-1 inhibitor
COc1cc(/C=N/NC(N)=O)cc(Br)c1OCc1ccc(C)cc1 | -2 | -9 | 8 | 2.1 | -9 | 1 | 3 | 116 | -10
Cc1cc(/C=N\NC(=O)CC(=O)NC2CCCCC2)c(C)n1-c1cccc(Cl)c1Cl | 4 | 1 | -11 | 1.9 | 4 | -1 | 6 | 83 | -1
CCCNC(=O)NC(=O)CSc1ccc2c(c1)OCCO2 | -1 | -3 | 12 | 0.3 | -4 | -2 | 0 | 90 | 0
COc1cc(OC)cc(-c2c(C#Cc3ccsc3)c3cc(-c4ccc5[nH]ccc5c4)ccc3n2C)c1 | x | x | 4 | -0.8 | -2 | x | -1 | 91 | x
CCNC(=O)C1=C(O)c2sccc2N(C)S1(=O)=O | 1 | 0 | 3 | -0.8 | -1 | -4 | 1 | 113 | -2
Cc1cc(NC(=O)Cn2c(=O)n(CCCCC(=O)NC3CCN(Cc4ccccc4)CC3)c(=O)c3ccccc32)n[nH]1 | 2 | 3 | 9 | 0.5 | 4 | -1 | -6 | 99 | 3
Cc1cccc(C)c1NC(=O)CN1C(=O)NC(C)(CCc2ccccc2)C1=O (centres undefined) | 3 | -2 | -2 | 0.0 | -13 | 3 | -3 | 91 | -6
CCCCOc1ccc(C(=O)NNC(=O)C2C3C=CC(C3)C2C(=O)O)cc1 (centres undefined) | -2 | 1 | -2 | 1.6 | 2 | -1 | 2 | 100 | 1
COc1ccc(NS(=O)(=O)c2ccc(C(=O)OC(C)C(=O)N3CCOCC3)cc2)cc1 (centres undefined) | -7 | 5 | 11 | -0.7 | 24 | -2 | -7 | 118 | -8
Cn1c(NC(=O)C2CCCO2)cc(=O)n(C)c1=O (centres undefined) | -3 | -12 | 1 | 1.8 | -4 | 1 | -3 | 88 | 4
COC(=O)C(C)Sc1ccc2nnc(-c3cccc(F)c3)n2n1 (centres undefined) | 1 | 19 | 6 | -2.8 | 9 | -2 | -3 | 107 | -2
COCCNC(=O)c1ccccc1NC(=O)Cc1ccccc1[N+](=O)[O-] | 1 | -2 | -6 | -0.2 | 1 | -4 | -5 | 106 | -7

Next section:
SMILES	CTSL1 counter	HCV core dimer	ZTA DNA inh	PP5 inh	GASC-1 inh	TPT1 inh	PP1 counter	Yeast superoxide	EBNA-1 inhibitor
C=CCC(O)(CC=C)C(C)N (centres undefined)	-2	-10	6	-0.4	4	2	-3	102	0
CC(C)(C)OC(=O)N1CCN(c2ccc(NC(=O)Cn3nnc(-c4ccccc4)n3)cc2)CC1	7	7	6	0.0	-7&-55	-5	8	128	-5
CCCC(=O)Nc1ccc(Cl)c(NC(=O)c2cccc(OC)c2)c1	-1	10	5	2.6	31	1	-2	110	5
O=C(c1ccccc1)c1nc[nH]c1C(=O)Nc1ccccn1	-6	5	0	1.4	-2	7	-8	77	-3
COC(=O)Cn1c(C)c(C#N)c2ccccc21	1	-1	-5	-2.5	-5	-1	1	108	-15
CCN(Cc1ccccc1)C(=O)CN1C(=S)NC(C)(C)CC1C (centres undefined)	0	3	11	-0.7	12	-1	-4	101	3
O=C1c2ccccc2NC(c2cc(Cl)cc(Cl)c2O)N1Cc1cccnc1 (centres undefined)	0	12	13	-0.3	12	1	0	96	-1
O=C(CCn1nnc2ccccc21)N1CCN(c2ccccc2)CC1	2	5	6	1.4	2	8	7	92	-2
CCCCc1ccc(NC(=O)c2c(C)noc2C)cc1	0	-1	8	0.2	-10	-4	2	90	0
Clc1ccc(N2CCN(c3cnc4ccccc4n3)CC2)cc1	2	0	4	0.2	-5	-1	4	118	3
COc1ccc2nc(C)cc(NCCN3CCOCC3)c2c1	1	-4	0	2.6	6	5	5	98	-3
COc1ccc2nc(N3CCCC3)[nH]c2c1	-1	-10	-15	-0.5	1	-2	-4	97	8
COc1cccc(CNC(=O)CCC2CCCN(C(=O)c3cccnc3SC)C2)c1 (centres undefined)	-1	12	-2	3.9	-13	0	-6	100	-10
COc1ccc(OCc2nnc(SCC(=O)N3CCCCC3)o2)cc1	2	0	-17	2.2	4	-3	0	97	0
CCOC(=O)C1(Cc2ccccc2C)CCCN(Cc2ccc(NC(C)=O)cc2)C1 (centres undefined)	0	3	-6	1.6	0	2	-3	95	-12
COc1ccc(N2CCN(C(=O)CCC(=O)N3CC(C)Oc4ccc(C)cc43)CC2)cc1 (centres undefined)	2	8	-3	1.9	0	0	-3	93	14
COCCNC(=O)CN(C(=O)CCC(=O)Nc1ccccn1)c1cc(C)ccc1C	1	2	2	0.0	-9	-2	14	97	7
Cn1c(=O)n(C)c2cc(S(=O)(=O)NCCO)ccc21	1	0	5	0.3	7	-1	-2	80	-3
